Bioassay records from PubChem.
C1s block – blocks human complement C1s protease activity | purified C1s, fluorogenic AMC substrate, pooled mixtures | AID 538 | hit rate 0.16% among 62,000 | P09871 | mean inhibition % of two 10-compound mixtures (stronger effect = higher value), % at 5 µM (by protocol);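 active = inhibition above 20% in each of the two 10-compound mixture wells holding the compound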;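 also: 0% = enzyme wells lacking compound mixture and 100% = no-enzyme blank wells; some compounds called inactive have numbers as strong as hits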
CatS inh – inhibitors of human cathepsin S; recombinant cathepsin S, AMC dipeptide fluorescence, pooled mixtures; inhibition, %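 (tested at 5 µM per compound within 10-compound mixtures)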; hit rate 0.06% among 62,000; in the data active = inhibition above about 32%, passing the limit was not always enough;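 also: 0% = enzyme without compound and 100% = blank without enzyme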
Target sequence (P25774 115-331 limits assumed): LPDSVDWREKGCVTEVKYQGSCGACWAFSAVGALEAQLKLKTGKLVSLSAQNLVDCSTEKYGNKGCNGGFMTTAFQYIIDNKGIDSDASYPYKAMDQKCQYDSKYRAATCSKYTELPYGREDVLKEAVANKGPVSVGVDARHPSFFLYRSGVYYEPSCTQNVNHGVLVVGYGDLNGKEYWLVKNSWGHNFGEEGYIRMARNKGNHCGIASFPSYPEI
CatG inh – cathepsin G (human) inhibition; P08311; purified enzyme, AMC-tetrapeptide fluorescence, pooled mixtures; inhibition, % at 5 µM (by protocol); hit rate 0.2% among 62,000; AID 581;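 active = inhibition above 20% in each of the two mixture wells holding the compound; inactive = inhibition of 20% or less in either well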;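 also: 0% = enzyme control without mixture and 100% = blank lacking enzyme; strong numbers were not always called active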
Target sequence (P08311 21-244 limits assumed): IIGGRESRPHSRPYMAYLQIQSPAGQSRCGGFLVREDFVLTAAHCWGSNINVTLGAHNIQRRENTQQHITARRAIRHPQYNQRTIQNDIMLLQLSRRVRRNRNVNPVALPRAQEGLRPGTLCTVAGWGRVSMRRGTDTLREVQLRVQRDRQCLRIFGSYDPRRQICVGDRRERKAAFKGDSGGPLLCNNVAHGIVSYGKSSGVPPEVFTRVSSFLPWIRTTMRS
FXIa inh mix – factor XIa (human) inhibition, mixture screen | P03951 | inhibition, % at 5 µM | purified FXIa, fluorogenic substrate, pooled mixtures | hit rate 0.19% among 62,000; in the data active = inhibition above about 20%, passing the limit was not always enough;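 also: each value is inhibition by a whole ten-compound pool holding the compound; 0% = enzyme with no mixture and 100% = wells lacking enzyme; strong numbers were not always called active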
Target sequence (P03951 19-387 limits assumed): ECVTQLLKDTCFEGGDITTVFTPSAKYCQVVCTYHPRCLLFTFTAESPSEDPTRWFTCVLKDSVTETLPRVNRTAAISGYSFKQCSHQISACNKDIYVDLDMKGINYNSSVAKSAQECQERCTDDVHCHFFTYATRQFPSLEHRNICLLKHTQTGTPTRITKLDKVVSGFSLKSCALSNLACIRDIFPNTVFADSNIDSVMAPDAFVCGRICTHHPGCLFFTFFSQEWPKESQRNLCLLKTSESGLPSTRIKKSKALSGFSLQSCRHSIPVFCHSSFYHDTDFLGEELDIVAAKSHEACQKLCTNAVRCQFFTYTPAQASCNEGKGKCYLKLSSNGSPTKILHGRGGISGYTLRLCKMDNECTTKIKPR
Target sequence (P03951 388-625 limits assumed): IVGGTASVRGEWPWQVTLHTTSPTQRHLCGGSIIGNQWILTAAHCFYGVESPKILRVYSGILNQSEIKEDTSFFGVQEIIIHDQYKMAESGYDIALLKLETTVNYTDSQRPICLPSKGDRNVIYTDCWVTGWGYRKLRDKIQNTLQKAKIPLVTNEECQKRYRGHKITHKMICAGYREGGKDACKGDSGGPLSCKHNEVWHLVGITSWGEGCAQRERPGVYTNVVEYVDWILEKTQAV
AP ELISA ortho – alternative pathway complement inhibition, orthogonal assay; hit rate 0.08% among 62,000; Human serum alternative complement pathway, LPS-coated ELISA, C3 deposition; tested in compound mixtures; inhibition, % at 5 µM;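 active = inhibition above 30% in each of the two pooled mixtures holding the compound, so the lower value exceeds 30%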;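 also: 0% = serum in Mg-EGTA without compound and 100% = EDTA serum blank; some compounds past the cut are filed as inactive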
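Medium: diluted human serum in Mg2+-EGTA GVB++. Assay system: human serum complement alternative pathway, C3 deposition onto LPS. Also added: Plate-bound LPS. Technique: Anti-C3 ELISA, OD 450 nm. Measure: percent inhibition. Incubation: 1 h at 37 °C. Dosing: 5 µM each compound, pools of ten, 50 µM per pool.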
CatB mix inh – inhibitors of human cathepsin B in compound mixtures | Purified cathepsin B, AMC dipeptide fluorescence | AID 488 | P07858 | inhibition, %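 (ten-compound pools at 5 µM per compound and 50 µM total)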 | hit rate 0.06% among 62,000; in the data active = inhibition above about 22%, passing the limit was not always enough;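 also: 0% = enzyme without compound and 100% = no enzyme blank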
E coli RNAP – blocks E. coli RNA polymerase transcription; P0A8V2; fluorescence transcription assay; inhibition, %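 (tested at 10 µM)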; hit rate 0.2% among 62,000; in the data active = inhibition above about 20%;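 also: 0% = enzyme without compound and 100% = no enzyme blank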
CatB block – human cathepsin B inhibition; P07858; purified cathepsin B, fluorogenic substrate, fluorescence; inhibition, %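 (tested at 10 µM)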; hit rate 0.1% among 63,000; AID 453; in the data active = inhibition above about 21%;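 also: 0% = enzyme with no compound and 100% = no enzyme blank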
CatL block – blocks human cathepsin L protease activity; P07711; purified cathepsin L, fluorogenic substrate, fluorescence; inhibition, %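 (tested at 10 µM)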; hit rate 0.17% among 58,000; in the data active = inhibition above about 45%;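 also: 0% = enzyme with no compound and 100% = no enzyme blank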
* = called active by the depositor; . = no result given. A portion of the library. The share of hits here may be higher or lower than overall.

SMILES	C1s block	CatS inh	CatG inh	FXIa inh mix	AP ELISA ortho	CatB mix inh	E coli RNAP	CatB block	CatL block
c1ccc(CCNc2ncnc3nc[nH]c23)cc1	-29.0	2.9	0.7	-2.4	-2.5	-3.5	4.0	1.1	21.2
CCn1c(COc2ccc(C)cc2)nnc1SCC(=O)C(C)(C)C	-8.6	-8.0	-2.5	-0.2	2.1	-0.1	4.6	1.3	-3.4
CCOc1nc(NCc2ccco2)nc(Nc2ccc(OC)cc2)n1	-1.6	-4.8	0.5	6.6	9.2	-4.7	0.8	-4.9	-1.0
Cc1cccc(N(C)c2cc(C)nc3ncnn23)c1	-7.0	-6.4	-2.0	11.5	21.1	3.5	0.9	-4.8	-10.2
COC(=O)c1ccc(CSc2nc(C)nc3c2c(=O)n(C)c(=O)n3C)o1	-4.3	1.9	5.4	0.1	20.9	2.9	-2.2	2.7	.
Cc1cc(N(C(=O)c2ccco2)C(C(=O)NC2CCCCC2)c2ccccc2)ccc1-n1cnnn1 (centres undefined)	5.8	-2.1	5.0	2.9	21.2	1.5	8.2	3.4	2.0
O=C(C1CCCO1)N1CCN(C(c2ccccc2)c2ccccc2)CC1 (centres undefined)	0.6	-2.4	1.8	5.8	6.0	6.3	4.7	-0.6	-0.9
COc1cccc(OCC(O)CN2CC(C)CC(C)C2)c1 (centres undefined)	4.2	2.5	-0.6	5.7	11.8	4.5	2.2	-3.2	16.3
O=C(CCS(=O)(=O)c1cccc2nsnc12)N1CCN(Cc2ccc3c(c2)OCO3)CC1	-41.7	13.0	-4.8	-9.0	-0.8	-1.3	1.8	4.0	-1.0
COc1ccccc1C(=O)N1CCN(C(=O)c2ccncc2)CC1	5.8	-1.7	1.1	4.8	4.4	26.2	8.5	1.2	0.3
CC(C)CCNC(=O)NC(=O)COc1ncnc2sccc12	17.4	-0.2	7.6	7.9	25.1	4.0	2.9	3.0	-1.9
CCOC(=O)CCc1cccc2c1CCC2=O	1.9	8.8	-1.0	7.3	19.6	8.1	0.8	-9.5	-6.6
N#C/C=C1\Sc2ccccc2C(=O)N1CC(=O)N1CCN(S(=O)(=O)c2ccccc2)CC1	-108.6	-16.0	-7.9	-22.4	0.5	-5.8	11.2	1.8	17.8
O=C(NC1CCCC1)C1CC(=O)N(CCc2ccccc2)C1 (centres undefined)	16.0	0.8	7.6	9.4	14.0	0.5	-1.0	2.5	2.9
CCOC(=O)C(Cc1c[nH]c2ccccc12)NC(=O)c1ccco1 (centres undefined)	7.3	2.3	10.1	3.3	-4.3	-1.0	9.0	-1.3	19.7
Cc1ccc(C(=O)OCc2cc3ccccc3[nH]c2=O)cc1	-35.1	-0.3	-7.4	5.8	-2.3	-1.1	-10.3	2.4	-3.6
Cc1nnc(SCC(=O)Nc2ccccc2)n1CCc1ccccc1	-12.8	25.6	0.9	0.9	3.5	-1.5	6.9	-0.8	.
Cc1ccc(SC(C)c2nc(-c3cccnc3)no2)cc1 (centres undefined)	2.8	-4.7	4.8	11.4	12.2	-0.5	-1.7	-2.3	-4.8
CCOc1cc(C)c(Cl)cc1S(=O)(=O)n1cnc2ccccc21	-24.3	-0.4	1.1	3.1	11.0	6.5	2.8	-3.9	2.8
Cc1c(Br)c(C(F)(F)F)nn1CC(=O)NCCN1CCOCC1	22.5	17.0	10.4	7.5	13.0	7.7	14.5	2.8	11.6

Single entries from the list:
CatS inh result of `CCOC(=O)C(Cc1c[nH]c2ccccc12)NC(=O)c1ccco1` (centres undefined) : 2.3
CatL block result of `COc1cccc(OCC(O)CN2CC(C)CC(C)C2)c1` (centres undefined) : 16.3
C1s block result of `Cc1ccc(SC(C)c2nc(-c3cccnc3)no2)cc1` (centres undefined) : 2.8

The results go on.
SMILES	C1s block	CatS inh	CatG inh	FXIa inh mix	AP ELISA ortho	CatB mix inh	E coli RNAP	CatB block	CatL block
O=S(=O)(NCc1ccc2c(c1)OCO2)c1cccc(S(=O)(=O)N2CCOCC2)c1	-173.6	-20.5	-26.0	-8.1	4.2	-17.8	8.6	-3.0	20.8
COc1cccc(NC(=O)c2ccco2)c1	11.2	-3.5	1.0	7.0	8.1	2.1	1.8	0.4	10.6
Cc1cccc(C2Nc3ccccc3C(=O)N2CCc2ccccc2)n1 (centres undefined)	-25.3	9.0	2.7	-9.0	1.9	-0.7	0.5	5.0	.
NC(=O)COc1c(-c2ccccc2)oc2ccccc2c1=O	-24.9	-4.9	1.3	-18.3	29.6	0.4	-0.6	0.3	-38.9
O=C(OCCN1C(=O)c2ccccc2C1=O)c1ccc(S(=O)(=O)N2CCCCCC2)cc1	14.5	-3.5	-2.3	2.2	2.8	4.0	6.4	1.1	-1.3
Cc1cccc(OCc2nc(C#N)c(NCCN(C)C)o2)c1	2.6	5.3	3.8	9.8	-0.4	-0.1	-0.5	-2.6	12.6
O=C(c1ccccc1)c1nnc(-c2ccncc2)o1	-24.1	7.4	-11.5	2.6	-7.6	0.3	5.7	5.3	2.4
N=C1C(c2nc(-c3ccc(F)cc3)cs2)=C(O)CN1CCCN1CCOCC1	-9.9	-3.0	19.7	8.0	14.2	2.8	3.0	-1.2	7.0
COc1ccc(OCC(=O)N2CCN(c3nnc(-c4ccccc4)c4ccccc34)CC2)cc1	0.8	-1.6	2.5	5.9	11.2	-3.8	1.1	-5.2	0.8
O=C(Nc1ccccc1C(=O)NCCN1CCOCC1)c1ccco1	-20.5	-4.2	6.8	-1.3	16.6	-0.4	0.6	0.2	2.7
c1ccc(OCc2nn3c(-c4ccncc4)nnc3s2)cc1	-12.9	-0.1	-9.5	2.5	-7.8	2.2	2.9	4.1	11.2
CC(c1ccccc1)C1CC(=O)N(Cc2ccco2)C1=O (centres undefined)	-10.5	14.7	2.3	3.4	2.0	5.1	11.7	4.7	20.5
O=C(CSc1nnc(Cn2c(=O)sc3ccccc32)n1CCc1ccccc1)N1CCCC1	3.9	6.1	9.1	4.5	19.5	4.4	5.0	3.6	2.9
Oc1ccc(-c2[nH]ncc2-c2cccc3cccnc23)c(O)c1	2.4	-0.6	6.6	-0.4	12.2	2.8	-4.7	2.5	-2.5
Cc1nc2ccccc2c(=O)n1/N=C/c1ccc(N(C)C)cc1	-0.4	-13.7	-3.2	0.8	9.1	3.0	3.7	0.4	0.1
Cn1c(=O)n(CCc2ccccc2)c(=O)c2c1nc1n2CCN1c1ccccc1	-2.7	-2.9	-2.5	-4.3	2.5	-0.3	3.0	-2.0	-2.5
CC(C)(C)NC(=O)C(c1ccco1)N(Cc1ccc(F)cc1)C(=O)c1snc(C(N)=O)c1N (centres undefined)	6.8	8.5	7.6	15.6	-1.1	4.9	8.5	8.4	15.2
Cc1nc2sc(-c3ccccc3)cc2c(=O)n1-n1cccc1	5.0	0.8	9.2	1.0	-1.1	2.6	6.3	-0.1	12.8
Cc1ccc(-c2nc(=S)c3c(n2Cc2ccco2)CCCC3)cc1	6.3	-9.1	5.2	2.8	11.5	2.7	7.2	0.4	-7.5
CCOC(=O)C1CCCN(C(=O)CCCn2nc(C)n3c(cc4sccc43)c2=O)C1 (centres undefined)	-31.2	18.0	-5.4	-4.4	-5.2	1.8	4.2	9.2	24.3
O=C(NCC1CCCO1)C1c2ccccc2C(=O)N1C1CCCCCC1 (centres undefined)	-21.5	5.2	7.5	-0.6	25.3	3.4	8.8	-0.9	8.7
NS(=O)(=O)c1ccc(CNC(=O)c2ccc(Br)o2)cc1	-32.0	10.6	-4.0	5.6	7.6	4.6	6.7	9.5	2.0
CC1Cc2ccccc2N1C(=O)CCS(=O)(=O)c1cccs1 (centres undefined)	3.3	3.0	8.3	-3.0	11.1	0.7	8.3	-0.8	24.7
COc1ccc(S(=O)(=O)N(Cc2cccs2)C2CCCC2)cc1	-85.5	-17.2	-21.7	-32.6	17.4	-16.8	-5.0	-3.2	-6.8
Cn1cc(C(=O)c2ccccc2)cc1-c1nc2ccccc2n1C	-12.0	5.7	-5.0	3.0	-9.4	2.0	1.5	1.0	8.7
COc1ccc(N2C(=O)C3C4C=CC(C4)C3C2=O)nn1 (centres undefined)	-17.4	0.4	6.3	-6.7	-2.8	-9.4	10.7	1.2	-0.2
Cn1c(=O)c2c(nc(OCc3ccccc3)n2C)n(C)c1=O	-1.3	-4.5	0.8	3.8	9.3	1.9	3.9	3.9	0.5
N#Cc1nc(-c2ccc(Cl)cc2)oc1NCc1cccc2c1OCO2	-7.8	-5.5	0.7	-0.3	3.6	0.9	1.4	-1.9	-24.6
COc1ccc(N2CC(C(=O)Nc3ccc(F)cc3F)CC2=O)cc1 (centres undefined)	-5.1	-6.5	9.0	-0.4	10.4	4.0	4.5	5.1	1.4
COc1ccc(N2CCN(CCCNC(=O)c3cc4sccc4n3C)CC2)cc1	1.4	-2.2	-1.6	-6.5	4.8	2.7	-0.2	-3.3	-2.8

The final two records of the part before come first, to join the parts.
SMILES	C1s block	CatS inh	CatG inh	FXIa inh mix	AP ELISA ortho	CatB mix inh	E coli RNAP	CatB block	CatL block
COc1ccc(N2CC(C(=O)Nc3ccc(F)cc3F)CC2=O)cc1 (centres undefined)	-5.1	-6.5	9.0	-0.4	10.4	4.0	4.5	5.1	1.4
COc1ccc(N2CCN(CCCNC(=O)c3cc4sccc4n3C)CC2)cc1	1.4	-2.2	-1.6	-6.5	4.8	2.7	-0.2	-3.3	-2.8
CC(Oc1ccccc1)C(=O)N1CCCc2ccccc21 (centres undefined)	-71.4	-15.3	-9.0	-24.1	14.3	-15.7	6.1	2.5	-0.7
COc1cccc(NC(=O)CSc2nnc(-c3cccs3)n2C)c1	9.0	17.4	8.9	6.7	-1.8	5.1	6.1	-0.3	13.8
CC1(C)Cc2ccccc2-c2nnc(-c3ccccc3)n21	-45.3	-3.3	-11.1	-0.9	-5.9	-0.1	.	0.6	2.5
O=C(C1CC1)N1CCc2cc(Br)cc(S(=O)(=O)N3CCOCC3)c21	2.3	0.7	2.4	11.3	2.9	-0.5	-3.1	1.1	-2.7
O=C(CN(c1ccccc1)S(=O)(=O)c1ccccc1)N1CCN(Cc2ccc3c(c2)OCO3)CC1	-14.7	-0.8	9.1	-4.9	5.4	-10.1	9.2	-0.7	-1.3
Cc1ccc(-c2csc(NC(=O)c3ccno3)n2)cc1	-0.9	16.8	9.8	-3.2	3.7	2.2	7.1	3.5	14.5
COc1ccc2nc(NCc3ccccc3)[nH]c2c1	3.9	-6.5	0.1	10.0	26.7	2.2	0.6	-6.1	-16.9
CC(C)(C)c1cc(C(=O)O)nn1-c1ccccc1	1.0	-2.6	-3.5	1.6	8.9	2.1	4.3	4.6	4.2
Cn1cccc1C(=O)NC(=O)COC(=O)c1ccccc1O	-36.1	-5.0	-2.2	2.5	4.4	3.2	0.2	-2.3	-4.7
COc1ccc(S(=O)(=O)N2CCC(C(=O)N3CCN(c4ccccc4OC)CC3)CC2)cc1	-1.9	6.3	-2.6	5.7	4.0	2.9	-0.6	1.8	3.0
O=C(Cn1nnc(-c2ccccc2NC(=O)c2cccs2)n1)Nc1ccccc1	9.4	-7.2	9.1	8.6	11.0	-0.6	4.6	-0.8	-1.0
O=C(Nc1ccc(Cc2ccncc2)cc1)C1CC1	-12.7	0.4	-2.0	4.3	7.7	-1.4	-2.6	1.3	3.0
Cc1ccc(S(=O)(=O)N2CCN(C(=O)CN3CCN(C)CC3)C2)cc1	9.2	6.0	9.6	5.9	11.1	3.6	5.8	3.6	11.5
CN1C(=O)C2(Nc3ccccc3-c3nc4ccccc4n32)c2ccccc21 (centres undefined)	10.2	-4.3	8.2	6.8	18.8	1.5	6.0	-1.9	7.1
CCOC(=O)c1cccc(NC(=O)c2cccnc2)c1	11.9	17.0	11.6	9.5	-4.7	4.0	11.0	2.1	-4.4
CCCCOC(=O)C1[C@H]2C(=O)N(c3ccccc3CC)C[C@]23C=C[C@H]1O3 (some centres undefined)	-0.5	1.0	10.3	2.3	7.5	4.7	10.0	2.0	1.7
